Assay outcomes deposited in PubChem by National Center for Advancing Translational Sciences (NCATS).
hERG WT inh: inhibitors of human wildtype KCNH2 potassium channel; Q12809; U2OS, BacMam KCNH2, thallium flux FluxOr; hits give low values; activity change, % at 1.84 µM; hit rate 0.37% among 340,000;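 active means maximum activity change below -70%; inconclusive means maximum activity change between -70% and -50%; inactive means maximum activity change above -50%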; further: on the % scale 0 is the no-effect control and ±100 the full control effect
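U2OS cells were transduced with wild-type KCNH2 virus (2.03 x 10^8 / mL) for 4 h at room temperature, then cultured overnight at 37 C. Thallium flux was read with FluxOr dye. Rate constants were normalized to DMSO controls.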
PKM2 activator: PKM2 (human) enzyme activation | P14618 | purified PKM2, Kinase-Glo ATP luminescence, activation; response scale: 0% is enzyme alone, no compound | Potency, µM (highest dose often 57.5 µM), for the others: at the highest dose activation, actives largely listed as activators | hit rate 0.34% among 260,000; further: potency means the concentration at half of the fitted maximal effect; on the % scale 0 is the no-effect control and ±100 the full control effect; nearly all actives have a fitted effect of over 55% in size
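Purified hPK-M2 (>95%) run at intermediate activity with 0.1 mM ADP and 0.5 mM PEP in 50 mM imidazole pH 7.2, KCl, MgCl2; 1 h room temperature. ATP formed read by Kinase-Glo luminescence; normalized to uninhibited and no-enzyme controls.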
TRPV1 ag: activates the human vanilloid receptor TRPV1 | hit rate 0.19% among 320,000 | Q8NER1 | AID 540275 | TRPV1-expressing cells, Fluo-8 calcium influx, agonist mode | activation, % at 8.33 µM; in the data active means activation above about 80%; inconclusive means between about 30% and that limit; further: 0% is about no effect
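TRPV1-expressing cells were cultured overnight at 35.5C and loaded with Fluo-8 calcium dye for 40 to 90 min at room temperature. After a 10 s baseline, compound was added and calcium influx was read kinetically for 3 min (ex 480/em 520 nm).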
KCNH2 3.1 block: KCNH2 3.1 (human) potassium channel inhibition. hit rate 0.95% among 340,000. U2OS KCNH2 3.1, thallium flux FluxOr; hits give low values. activity change, % (tested at about 1.8 µM);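 active means maximum activity change below -70%; inconclusive means maximum activity change from -70% to -50%; inactive means maximum activity change above -50%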;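 further: thallium influx rate constant from kinetic fluorescence after stimulation buffer; on the % scale 0 is the no-effect control and ±100 the full control effect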
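Kinetic fluorescence (2 min after stimulation buffer) measures Tl+ influx through KCNH2 3.1 expressed by viral transduction in U2OS cells; the rate constant is normalized against DMSO controls serving as positive and negative references.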
GALK inh: inhibitors of human galactokinase | P51570 | Purified GALK, Kinase-Glo residual ATP luminescence | Potency, µM (top dose mostly 57.5 µM), inactives show at the highest dose activity change, negative = inhibition, usual class: inhibitors | hit rate 0.007% among 270,000; further: potency means the concentration at half of the fitted maximal effect; on the % scale 0 is the no-effect control and ±100 the full control effect
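Kinase-Glo Plus luminescence measured ATP left after a 1 h room-temperature reaction. The reaction used 5 nM GALK, 100 uM galactose and 35 uM ATP at pH 8.0 (20 mM HEPES, 5 mM MgCl2, 60 mM NaCl, 1 mM DTT, 0.01% BSA).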
Giardia kill: Giardia lamblia killing; Giardia lamblia trophozoite viability; activity change, % at 7.66 µM, hits read low; hit rate 0.15% among 340,000; AID 540267; in the data active means activity change below about -80%; inconclusive means between about -30% and that limit;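 further: parasites exposed to compound for two days anaerobically before the ATP read; on the % scale 0 is the no-effect control and ±100 the full control effect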
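Killing of trophozoites was scored by loss of ATP luminescence after a 48 hrs anaerobic exposure to compounds at 37 deg C, using 100 cells per well.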
CXXC DNA block: MLL CXXC-DNA interaction inhibition; MLL-CXXC / FITC-HOXA9 DNA fluorescence polarization; Potency, µM (highest dose often 115 µM), inactives show top-dose activity change, negative = inhibition, actives largely listed as inhibitors; hit rate 0.037% among 290,000; AID 2662; active means well fitted inhibition curve with a large enough effect in the polarisation, with a control signal flat, not every such curve was filed as active; inconclusive means small, poorly fitted or top-dose-only effect, or effect the other way, or a change in a side signal; inactive means no such curve, though single readings can be large or run the other way; the % refers to the polarisation; further: potency means the concentration at half of the fitted maximal effect
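Steps: dispense CXXC domain solution (7 uM) → pin compounds or unlabeled HOX-A9 DNA control → 5 min ambient → add FLSN-HOX-A9 solution (50 nM) → spin → 30 min ambient → fluorescence polarization. Tris pH 7.5/NaCl/DTT/BSA buffer.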
Coupling enz: coupling enzyme interference in Giardia aldolase counter-screen; activity change, negative = inhibition, % at 58.2 µM, hits read low; coupling enzyme system counterscreen, AmpLite Red fluorescence; hit rate 0.67% among 290,000; in the data active means activity change below about -30%; further: on the % scale 0 is the no-effect control and ±100 the full control effect
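Compounds tested against the coupling enzymes alone at 57.5 uM final; readout was AmpLite Red fluorescence (525/598 nm) after 20 min at RT.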
USP2a inh: inhibitors of human ubiquitin-specific protease USP2a. USP2 core, Ub-CHOP2 coupled fluorogenic reporter, 485/531. Potency, µM (series often up to 38.3 µM), without a hit: top-dose activity change, negative = inhibition, actives largely listed as inhibitors. O75604. hit rate 0.01% among 330,000. AID 463254;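 further: potency means the concentration at half of the fitted maximal effect; plate controls were DMSO wells for no effect and full inhibition by NEM control for full effect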
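USP2 core (10nM final) preincubated 30min RT with compound in 20mM Tris-HCl pH 8.0, 2mM CaCl2, 2mM beta-mercaptoethanol, 0.05% CHAPS; 25nM Ub-CHOP2 plus 25nM reporter substrate added, fluorescence (Ex485/Em531) read after 60min.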
B2AR arrestin: beta2AR (human) beta-arrestin recruitment activity; hit rate 0.02% among 330,000; beta-arrestin recruitment to beta2AR, cell-based reporter; P07550; Potency, µM (series often up to 46.1 µM), inactives show at the highest dose activation, most hits filed as activators;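 further: potency means the concentration at half of the fitted maximal effect; 0% = DMSO controls and full agonism = EC100 isoproterenol or metaproterenol; nearly all actives have a fitted effect of over 65% in size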
Target sequence (P07550 whole entry, looked up): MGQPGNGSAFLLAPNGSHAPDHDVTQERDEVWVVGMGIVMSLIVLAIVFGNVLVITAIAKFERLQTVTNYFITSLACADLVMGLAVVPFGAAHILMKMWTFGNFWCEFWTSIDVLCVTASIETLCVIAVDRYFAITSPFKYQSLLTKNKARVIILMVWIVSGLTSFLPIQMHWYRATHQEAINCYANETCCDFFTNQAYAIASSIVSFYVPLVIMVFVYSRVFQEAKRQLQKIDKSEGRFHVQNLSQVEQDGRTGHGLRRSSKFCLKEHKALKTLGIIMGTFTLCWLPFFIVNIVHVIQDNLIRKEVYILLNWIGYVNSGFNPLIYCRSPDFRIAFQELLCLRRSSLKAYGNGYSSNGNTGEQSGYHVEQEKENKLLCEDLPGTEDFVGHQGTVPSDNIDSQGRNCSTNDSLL
Menin-MLL TR inh: displaces Texas Red mutant MLL peptide from human menin. Potency, µM (top dose mostly 61.6 µM), for the others: at the highest dose FP activity change, negative = inhibition, usual class: inhibitors. O00255. hit rate 0.23% among 270,000. Menin + Texas Red MLL mutant peptide, fluorescence polarization. AID 1768; active means well fitted inhibition curve with a large enough effect in the polarisation, with a control signal flat, not every such curve was filed as active; inconclusive means small, poorly fitted or top-dose-only effect, or effect the other way, or a change in a side signal; inactive means no such curve, though single readings can be large or run the other way; the % refers to the polarisation; further: potency means the concentration at half of the fitted maximal effect; % of control where 0% means no effect; many of its hits are not listed in these tables
Target sequence (O00255 whole entry, looked up): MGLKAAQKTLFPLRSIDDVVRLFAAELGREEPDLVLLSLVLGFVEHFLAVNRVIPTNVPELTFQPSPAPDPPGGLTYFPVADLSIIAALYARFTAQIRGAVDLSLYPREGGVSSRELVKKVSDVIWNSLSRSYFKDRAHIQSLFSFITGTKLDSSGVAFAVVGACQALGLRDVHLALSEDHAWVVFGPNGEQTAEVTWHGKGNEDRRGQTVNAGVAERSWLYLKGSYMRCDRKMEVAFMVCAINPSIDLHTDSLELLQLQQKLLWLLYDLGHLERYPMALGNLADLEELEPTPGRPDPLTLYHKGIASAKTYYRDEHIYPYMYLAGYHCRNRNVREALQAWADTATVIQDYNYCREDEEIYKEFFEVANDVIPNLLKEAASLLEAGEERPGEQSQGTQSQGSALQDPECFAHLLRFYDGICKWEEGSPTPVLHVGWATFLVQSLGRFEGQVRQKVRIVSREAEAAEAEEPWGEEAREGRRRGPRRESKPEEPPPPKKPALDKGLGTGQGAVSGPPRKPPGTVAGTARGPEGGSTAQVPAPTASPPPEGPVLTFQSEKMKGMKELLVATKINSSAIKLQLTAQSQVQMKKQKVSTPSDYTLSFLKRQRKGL
An asterisk follows results filed as active; [ ] = dose if it differs, or a comment. Unless noted, the call rests on the fitted dose curve; in most records, active means well fitted curve in the direction sought with a large enough effect; inconclusive means small, poorly fitted or top-dose-only effect, or another doubt; inactive means no such curve, though single readings can be large; an effect the other way counts as inactive or inconclusive.

`CN(c1ccccc1)S(=O)(=O)c1ccc(Cl)c(C(=O)OCC(=O)NC2CCS(=O)(=O)C2)c1` (stereo not given) gave hERG WT inh -5, PKM2 activator 0%, TRPV1 ag -2, KCNH2 3.1 block -10, GALK inh -3%, Giardia kill -1, CXXC DNA block 8%, Coupling enz 5, USP2a inh 2%, B2AR arrestin 0.1% and Menin-MLL TR inh -1%.
For O=c1[nH]c(/C=C/c2ccccc2Cl)nc2ccccc12 the results were hERG WT inh 0, TRPV1 ag -3, KCNH2 3.1 block 8, GALK inh -1%, Giardia kill -20, CXXC DNA block 5%, Coupling enz 0, USP2a inh 2%, B2AR arrestin -0.8% and Menin-MLL TR inh 16%.
Screening CCCCCn1c(=O)[nH]c2cc(C(=O)N3CCN(Cc4ccc5c(c4)OCO5)CC3)ccc2c1=O returned hERG WT inh 1, PKM2 activator 7%, TRPV1 ag 3, KCNH2 3.1 block 5, GALK inh -5%, Giardia kill 37[activator], CXXC DNA block 2%, Coupling enz 1, USP2a inh -1% and B2AR arrestin -0.1%.
For CCCN1C(=O)c2ccccc2NC1c1ccc(OC)cc1O (stereo not given) the results were hERG WT inh -10, PKM2 activator -1%, TRPV1 ag 0, KCNH2 3.1 block 7, GALK inh -1%, Giardia kill -4, CXXC DNA block 0%, Coupling enz 2, USP2a inh 5%, B2AR arrestin -0.1% and Menin-MLL TR inh 0%.
`Cc1cc(C(=O)N2CCN(Cc3ccccc3)CC2)on1` gave hERG WT inh 3, PKM2 activator -12%, TRPV1 ag 6, KCNH2 3.1 block 7, GALK inh 4%, Giardia kill 27, CXXC DNA block 7%, Coupling enz 0, USP2a inh 2%, B2AR arrestin 0.1% and Menin-MLL TR inh 9%.
For O=C(NCc1ccco1)c1ccc(Cl)s1 the results were hERG WT inh -16, PKM2 activator -2%, TRPV1 ag 6, KCNH2 3.1 block 3, GALK inh 2%, Giardia kill -9, CXXC DNA block -1%, Coupling enz 1, USP2a inh 1%, B2AR arrestin -0.1% and Menin-MLL TR inh 5%.
Screening CCCCNC(=O)C1CCN(S(=O)(=O)c2cnc[nH]2)CC1 returned hERG WT inh -12, PKM2 activator 5%, TRPV1 ag 2, KCNH2 3.1 block 9, GALK inh 0%, Giardia kill 16, CXXC DNA block 3%, Coupling enz 2, USP2a inh 0%, B2AR arrestin 0.0% and Menin-MLL TR inh 8%.
Screening NS(=O)(=O)c1ccc2nc(-c3ccccc3)c(-c3ccccc3)nc2c1 returned hERG WT inh 0, PKM2 activator 4%, TRPV1 ag 5, KCNH2 3.1 block -11, GALK inh -1%, Giardia kill -13, CXXC DNA block 13%, Coupling enz 4, USP2a inh -1%, B2AR arrestin -0.4% and Menin-MLL TR inh 5%.
`Cc1oc2cc(O)ccc2c(=O)c1Oc1ccc(F)cc1` gave hERG WT inh 10, TRPV1 ag 1, KCNH2 3.1 block 24, GALK inh 1%, Giardia kill 16, CXXC DNA block -4%, Coupling enz 6, USP2a inh -1%, B2AR arrestin 0.3% and Menin-MLL TR inh 29%.
`O=C(Cn1cnc2scc(-c3ccc(Br)cc3)c2c1=O)N1CCOCC1` gave hERG WT inh 4, PKM2 activator -9%, TRPV1 ag 1, KCNH2 3.1 block -5, GALK inh 0%, Giardia kill -7, CXXC DNA block 13%, Coupling enz 3, USP2a inh -1%, B2AR arrestin 0.0% and Menin-MLL TR inh 13%.
For COc1ccc(/C(O)=C2/C(=O)C(=O)N(CCCN3CCOCC3)C2c2ccc(C)cc2)cc1 (stereo not given) the results were hERG WT inh 6, PKM2 activator -1%, TRPV1 ag 4, KCNH2 3.1 block -2, GALK inh 6%, Giardia kill 14, CXXC DNA block 6%, Coupling enz 7, USP2a inh 3%, B2AR arrestin 0.0% and Menin-MLL TR inh 7%.
For CCOc1ccc(NC(=O)CN2C(=O)NC(C)(c3ccc(OC(F)F)cc3)C2=O)cc1 (stereo not given) the results were hERG WT inh 10, PKM2 activator 3%, TRPV1 ag 8, KCNH2 3.1 block -4, GALK inh 5%, Giardia kill -14, CXXC DNA block -6%, Coupling enz 0, USP2a inh -1%, B2AR arrestin 0.4% and Menin-MLL TR inh 35%[activator].
Screening CN(Cc1ccco1)C(=O)CSc1nn2c(=O)c(C(C)(C)C)nnc2s1 returned hERG WT inh -5, KCNH2 3.1 block 2, Giardia kill 14, USP2a inh 5% and B2AR arrestin -0.5%.
`COC(=O)CSc1nccc(C)n1` gave hERG WT inh -2, PKM2 activator 1%, TRPV1 ag 0, KCNH2 3.1 block 9, GALK inh 1%, Giardia kill -10, CXXC DNA block -4%, Coupling enz 2, USP2a inh 0%, B2AR arrestin -1.2% and Menin-MLL TR inh 19%.
Cc1nn(C(C)C(=O)NNC(=S)Nc2ccc(Cl)cc2)c(C)c1[N+](=O)[O-] (stereo not given) was read as hERG WT inh -6, PKM2 activator 2%, TRPV1 ag 2, KCNH2 3.1 block -7, GALK inh 0%, Giardia kill 13, CXXC DNA block 8%, Coupling enz 4, USP2a inh 2%, B2AR arrestin -0.1% and Menin-MLL TR inh -1%.
CC[C@H](CO)Oc1cc(NCc2ccc(Cl)c(Cl)c2)c2ncn(C(C)C)c2c1 was read as hERG WT inh 1, KCNH2 3.1 block 9, Giardia kill -9, USP2a inh -2% and B2AR arrestin 0.1%.
`CC(C(=O)Nc1ccc(C(N)=O)cc1)N1C(=O)c2ccccc2S1(=O)=O` (stereo not given) gave hERG WT inh -3, TRPV1 ag -3, KCNH2 3.1 block -3, Giardia kill -5, USP2a inh 3% and B2AR arrestin 0.1%.
For O=C(/C=C/c1cccc(Br)c1)OCC(=O)N1CCN(c2ccccc2)CC1 the results were hERG WT inh -2, TRPV1 ag 2, KCNH2 3.1 block -6, Giardia kill -3, USP2a inh 3% and B2AR arrestin 0.3%.
For O=S(=O)(c1cccs1)N1CCN(C/C=C/c2ccccc2)CC1 the results were hERG WT inh 6, PKM2 activator inconclusive, TRPV1 ag 8, KCNH2 3.1 block -23, GALK inh 3%, Giardia kill 15, CXXC DNA block 21%, Coupling enz -6, USP2a inh 1%, B2AR arrestin -0.2% and Menin-MLL TR inh 0%.
`C=CCn1c(SCc2ccc(F)cc2)nnc1-c1sc2nc(C)cc(C)c2c1N` gave hERG WT inh -1, PKM2 activator -2%, TRPV1 ag 2, KCNH2 3.1 block -1, GALK inh 6%, Giardia kill 33[activator], CXXC DNA block -4%, Coupling enz 5, USP2a inh 1% and B2AR arrestin 4.5%.
`O=C(CNC(=O)Cc1ccccc1)NCC(=O)N1CCCCC1` gave hERG WT inh 37, PKM2 activator 1%, TRPV1 ag 4, KCNH2 3.1 block 12, GALK inh 3%, Giardia kill 6, CXXC DNA block -7%, USP2a inh -1% and B2AR arrestin -0.5%.
NC(=O)C1CCN(c2ccc(S(=O)(=O)N3CCC(Cc4ccccc4)CC3)cn2)CC1 was read as hERG WT inh 2, PKM2 activator 3%, TRPV1 ag 14, KCNH2 3.1 block -4, GALK inh 13%, Giardia kill 20, CXXC DNA block -7%, Coupling enz 1, USP2a inh -1%, B2AR arrestin -0.2% and Menin-MLL TR inh 18%.
Screening CCOC(=O)c1cccc(NC(=O)Cn2c(CC(=O)NC)nc3ccccc32)c1 returned hERG WT inh 6, PKM2 activator 0%, TRPV1 ag -1, KCNH2 3.1 block -21, GALK inh -2%, Giardia kill -10, CXXC DNA block -2%, Coupling enz 2, USP2a inh -1%, B2AR arrestin -0.8% and Menin-MLL TR inh 9%.
`Cn1cc(CN2CCCCC2CO)c(-c2ccc(Oc3ccccc3)cc2)n1` (stereo not given) gave hERG WT inh 9, PKM2 activator 4%, TRPV1 ag -4, KCNH2 3.1 block -4, GALK inh 7%, Giardia kill -26, CXXC DNA block 6%, Coupling enz 1, USP2a inh -1%, B2AR arrestin 0.2% and Menin-MLL TR inh -24%.

An excerpt, so the mix of outcomes need not match the whole.
